From PubChem BioAssay
SDO1 yeast rescue = sdo1-depleted yeast growth rescue. S. cerevisiae sdo1-depleted JHY4D growth rescue, OD600 30 h; stronger effect = higher value; pdr5 snq2 efflux-pump mutant strain. z-score at 10 µM. 0.21% of 140,000 active;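 active = z-score above 3 at both the 24 hr and the 30 hr optical density reads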;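 note: z-score against mean and SD of all compound wells on the same plate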
Insulin prom inh = TRM-6 insulin promoter activity inhibition; TRM-6 cells (human fetal islet line), insulin promoter-eGFP reporter, imaging; reporter expression induced with tamoxifen; inhibition, % at 2 µM; 0.9% of 130,000 active; AID 1273;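 active = inhibition above the mean plus 3 SD, with well images judged a real hit on visual review, cut at about 60% in these data, passing the limit was not always enough; inconclusive = inhibition over the cutoff but images rejected on review; inactive = inhibition not above the cutoff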
SDO1 yeast rescue Rescue 24 h = also measured in SDO1 yeast rescue; calls as there; z-score; S. cerevisiae sdo1-depleted JHY4D growth rescue, OD600; measured here: growth rescue at 24 h;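 0 is the plate mean of compound wells and units are plate SD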
* hit, by the source's call; i = inactive; ? = inconclusive; . = no result given; & = joins results of further samples; [ ] = dose if it differs, or a comment. Not all compounds are listed, so the mix of outcomes need not match the whole.

SMILES	SDO1 yeast rescue	SDO1 yeast rescue Rescue 24 h	Insulin prom inh
CC(C)OC(=O)CSc1nc2c(cc1C#N)CCCCC2	.	.	20
O=C(N/N=C/c1ccc2cccc(OCc3ccccc3)c2n1)c1ccc(Br)cc1	-1.1	-0.38	.
O=C(Oc1cccc2cccnc12)c1ccc2c(c1)OCCO2	-0.32	-0.05	-26
COc1ccc(N2C(=O)CCC2(C#N)c2ccc(Br)cc2)cc1 (stereo not drawn)	-0.7	-1.9	44
O=C(Cc1ccccc1)NCCSCc1ccccc1	1.9	2.9	-14
OCCOCCN1CCN(C(=S)Nc2ccccc2)CC1	.	.	22
COc1ccc(C(=O)Nn2cnc3scc(-c4cccs4)c3c2=O)c(O)c1	-0.68[7.5 µM]	-0.35	0
O=C(CN(c1ccc(F)cc1)S(=O)(=O)c1ccc2c(c1)OCCO2)Nc1ccccc1	-0.33	-0.37	42
O=C1CC(c2ccccc2)CN1C(=O)c1cccc([N+](=O)[O-])c1 (stereo not drawn)	-0.42	-0.46	-43
Cc1sc2ncn(CC(=O)Nc3ccccc3F)c(=O)c2c1-c1ccccc1	.	.	33
CCOc1cc(NC(=S)NCCCN2CCOCC2)c(OCC)cc1NC(=O)c1cccs1	.	.	-21
CCN(CC)C(=O)CSc1nnc(-c2cccnc2)n1Cc1ccccc1	-0.8	-0.09	-30
Cc1c(C(=O)NCc2ccccc2)oc2c1C(=O)CCC2	1.3	0.78	53
CC1(C)OC(=O)C(=CNC(Cc2c[nH]c3ccccc23)C(=O)O)C(=O)O1 (stereo not drawn)	-0.94	-1.1	.
CN(C)CC(C)(C)CNC(=S)NCc1ccc2c(c1)OCO2	0.75	1.4	-13
CCn1c(COc2ccc3c(c2)OCO3)nnc1SCC(=O)c1ccc(Cl)cc1	-1.8	-0.9	29
COc1ccc(C(=O)Nn2c(SCc3cccc([N+](=O)[O-])c3)nc3ccccc3c2=O)cc1	-0.39	0.27	61
Cc1ccc(Sc2ncnc3onc(C)c23)cc1	-0.08	0.28	19
CCN(CC)S(=O)(=O)c1cccc(C(=O)N[C@H](C(=O)OCC(=O)NC(=O)NC)C(C)C)c1	0.54	0.04	3
COc1ccc(-c2nc3ccccc3c(=O)n2CCN2CCOCC2)cc1	-0.03	0.23	55
Cc1cc(C(F)(F)F)nn1CC(=O)NCC1CCCO1 (stereo not drawn)	-1.5	-0.82	30
CCOc1ccc(-c2cnc3n2CCC3)cc1	-0.18	-0.97	39
O=C(O)c1cc(S(=O)(=O)Nc2ccccc2C(=O)O)ccc1O	-0.07	-0.45	57
CCSc1nc2c(c(=O)[nH]c(=O)n2C)n1CC(O)COc1ccccc1 (stereo not drawn)	.	.	-64
Cc1ccc(OCCn2c(CCNC(=O)C(C)C)nc3ccccc32)cc1	1.4	0.41	.
CN1CC(c2ccccc2)C2(SC(=S)N(Cc3ccco3)C2=O)C12C(=O)Nc1ccccc12 (stereo not drawn)	-0.55	0.02	-29
Cc1ccc(-c2nnc(N3CCN(c4ccccn4)CC3)c3ccccc23)cc1	-1.9	-0.85	11
CCc1ccc(C2C(C(C)=O)=C(C(=O)OC)Nc3nnnn32)cc1 (stereo not drawn)	-0.06	-0.68	0
CCN1CCN(CC2CC3C=CC2C3)CC1 (stereo not drawn)	-0.16	-1.8	12
CCC(=O)Nc1sc2c(c1C(N)=O)CCC2	0.24	-0.04	0
COc1ccc(C2=NOC(C(=O)NCc3ccccn3)C2)cc1 (stereo not drawn)	1	1.2	14
COc1cccc(COc2ccc3c(C)c(Cc4ccccc4)c(=O)oc3c2)c1	.	.	-11
Cc1ccc(/C([O-])=C(/C(=S)NCc2ccccc2)[n+]2cccc(CO)c2)cc1[N+](=O)[O-]	.	.	i
C=C(C)COc1ccc2c3c(c(=O)oc2c1OCC(=C)C)CCC3	-0.27	-0.23	-143
COc1ccc(CCN2C(=O)CC(NCc3ccc4c(c3)OCO4)C2=O)cc1OC (stereo not drawn)	-0.16	-0.16	-12
COc1cccc(CNC(=O)CCSCc2ccccc2F)c1	.	.	13
CCOC(=O)C1CCCN(C(=S)Nc2ccc(OC)cc2)C1 (stereo not drawn)	.	.	0
N=C1C(=O)OCC1c1ccccc1NC(=O)CN1CCCCC1 (stereo not drawn)	-0.82	-0.94	-62
CN(CC(=O)OCC(=O)Nc1ccccc1)S(=O)(=O)c1ccc(Cl)cc1	-0.64	-0.61	27
CN(C)CCN1C(=O)C(=O)/C(=C(/O)c2ccc(OCc3ccccc3)cc2)C1c1ccncc1 (stereo not drawn)	0.24	1.5	-27
COc1ccc(C(=O)NC(C)c2nc3ccccc3n2C)cc1OC (stereo not drawn)	1.1	0.68	.
Cc1ccc(O)c(C(=O)c2cnc3c(c2)COc2ccccc2-3)c1	-1.6	-1.5	-10
Cc1cc(C(=O)N/N=C/c2cccc(OC(=O)c3ccco3)c2)n[nH]1	1	0.9	.
CCOC(=O)c1c(C)[nH]c(N=Nc2cccc(C)c2)c1C	-2.1	-1.2	40
COc1ccc(-n2c(Cc3cccn3C)nnc2SCC(=O)Nc2ccc(C)cc2)cc1	-1.9	-1.3	.
Cc1cc(C)c2nc(N3CCCC3)c(C#N)cc2c1	-1.3	-0.41	-9
CS(=O)(=O)N1CCN(c2ccc(NC(=O)c3ccc(Br)o3)cc2)CC1	0.6	0.91	46
COc1ccccc1/C=C/C=N/n1c(-c2ccncc2)n[nH]c1=S	-1.4	-0.73	8

Another view of some results above:
Order of values: SDO1 yeast rescue, SDO1 yeast rescue Rescue 24 h, Insulin prom inh
> Cc1cc(C(=O)N/N=C/c2cccc(OC(=O)c3ccco3)c2)n[nH]1
→ 1, 0.9, .
> CCOC(=O)c1c(C)[nH]c(N=Nc2cccc(C)c2)c1C
→ -2.1, -1.2, 40
> COc1ccc(-n2c(Cc3cccn3C)nnc2SCC(=O)Nc2ccc(C)cc2)cc1
→ -1.9, -1.3, .
> Cc1cc(C)c2nc(N3CCCC3)c(C#N)cc2c1
→ -1.3, -0.41, -9
> CS(=O)(=O)N1CCN(c2ccc(NC(=O)c3ccc(Br)o3)cc2)CC1
→ 0.6, 0.91, 46
> COc1ccccc1/C=C/C=N/n1c(-c2ccncc2)n[nH]c1=S
→ -1.4, -0.73, 8

The list continues.
SMILES	SDO1 yeast rescue	SDO1 yeast rescue Rescue 24 h	Insulin prom inh
Cc1cnnc2c1-c1no[n+]([O-])c1CC2	0.34	-0.04	-85
O=C(NNC(=O)c1cc(O)c(O)c(O)c1)NC1CCCCC1	0.88	0.17	.
Cc1sc(NC(=O)c2ccco2)c(CN2CCCCC2)c1C	-0.02	-0.42	.
Clc1ccc(-c2nnc(-c3ccc(Br)o3)o2)c(Cl)c1	0.53	1.6	.
O=C(Cc1ccccc1)Nc1c(C(=O)N2CCOCC2)cnn1-c1ccccc1	0.44	0.05	.
COc1ccc(C(=O)NCc2ccc(Cl)c(Cl)c2)cc1OC	-0.59	-0.62	-7
CCn1c(CNc2cccc(Cl)c2)nnc1SCc1ccccc1	-2	-0.79	-6
COc1ccc(/C=C2/N=C(c3cccs3)OC2=O)cc1OC(C)C	-0.02	-0.36	27
Cc1ccc(N(CC(=O)NC2CCC(C)CC2)S(=O)(=O)c2cccnc2)cc1 (stereo not drawn)	-0.84	-0.39	.
O=C(NCc1ccccn1)C1CCCN(S(=O)(=O)c2ccc(Br)cc2)C1 (stereo not drawn)	1.2	0.64	-284
COc1ccc(CCNC(=O)C2CC(=O)N(CCc3ccc(C)cc3)C2)cc1OC (stereo not drawn)	.	.	6
C=CCOc1ccc(Br)cc1CNC(C)(C)C	.	.	-13

An excerpt of these results, with two lines to a compound:
Values in the order: SDO1 yeast rescue	SDO1 yeast rescue Rescue 24 h	Insulin prom inh
Clc1ccc(-c2nnc(-c3ccc(Br)o3)o2)c(Cl)c1
    0.53	1.6	.
O=C(NNC(=O)c1cc(O)c(O)c(O)c1)NC1CCCCC1
    0.88	0.17	.
O=C(NCc1ccccn1)C1CCCN(S(=O)(=O)c2ccc(Br)cc2)C1 (stereo not drawn)
    1.2	0.64	-284
COc1ccc(C(=O)NCc2ccc(Cl)c(Cl)c2)cc1OC
    -0.59	-0.62	-7
COc1ccc(/C=C2/N=C(c3cccs3)OC2=O)cc1OC(C)C
    -0.02	-0.36	27
CCn1c(CNc2cccc(Cl)c2)nnc1SCc1ccccc1
    -2	-0.79	-6
COc1ccc(CCNC(=O)C2CC(=O)N(CCc3ccc(C)cc3)C2)cc1OC (stereo not drawn)
    .	.	6

(list continues)
SMILES	SDO1 yeast rescue	SDO1 yeast rescue Rescue 24 h	Insulin prom inh
Cc1ccc(SCCC(=O)Nc2nccs2)cc1	.	.	44
COc1ccc(C(=O)Nc2c(N)nc(SCC(=O)N3CCCCCC3)[nH]c2=O)cc1OC	-0.33	-1.1	?
Cc1noc(C)c1COC(=O)CCc1nc2ccccc2s1	0.67	-0.7	.
Cc1nc2sc(C(c3ccco3)N3CCN(c4cccc(Cl)c4)CC3)c(O)n2n1 (stereo not drawn)	-0.28	-0.9	-110
COC(=O)c1cc(NC(=O)CC2SC(=Nc3ccccc3)N(CCc3c[nH]c4ccccc34)C2=O)cc(C(=O)OC)c1 (stereo not drawn)	-0.99	-0.45	.
O=C(/C=C/c1ccco1)NC(=S)Nc1cccc([N+](=O)[O-])c1	-0.87	-0.25	.
COc1ccc(OC)c(CCNC(=O)Cn2cccc2C(=O)c2ccccc2C)c1	.	.	-21
CCCc1cc(=O)oc2c(C)c3occ(C)c3cc12	-0.48	0.88	38
Cc1n[nH]c(C)c1S(=O)(=O)N1CCCC(C(=O)NCC2COc3ccccc3O2)C1 (stereo not drawn)	0.01	-0.15	.
O=C(N1CCCCC1)N1CCN(C(=O)N(c2ccccc2)c2ccccc2)CC1	-0.62	-0.97	-231
O=C(Cc1cccc(C(F)(F)F)c1)NCc1ccc(Cl)cc1	0.06	-0.2	7
COc1cccc(OCCCN2CCN(S(=O)(=O)c3ccc(NC(C)=O)cc3)CC2)c1	-0.35	-0.18	-6
CCOC(=O)Nc1nn(-c2ccc(C)cc2)c(=O)c(C#N)c1C	.	.	24
O=C(c1ccco1)N1CCN(Cc2ccc(Cl)cc2)CC1	0.97	0.3	-47
COc1cc2c(cc1OC)CN(C(C)C(=O)N1CCc3ccccc31)CC2 (stereo not drawn)	-0.42	-0.94	15
COc1ccc2c(c1)c1nc3ccccc3nc1n2CC(=O)OC(C)C	-0.13	-0.64	-22
Cc1cc(Br)ccc1OCCCCN1CCC(C)CC1	-1.2	-0.63	-25
COC(=O)C1=C(C)N(c2ccc(C)c(C)c2)/C(=C/c2cccs2)C1=O	-2.1	-0.79	.
CCNC(=O)NC(=O)C(C)OC(=O)c1ccc(-n2nc(SC)sc2=S)cc1 (stereo not drawn)	-0.47	-0.31	.
CC1CC(C)CN(C(=O)Cn2c(-c3nonc3N)nc3ccccc32)C1 (stereo not drawn)	-0.16	0.26	-132
CCOC(=O)c1c(CN2CCCCC2)oc2ccc(OC)cc12	0.38&0.2	0.13&-0.61	.
CCc1cccc(C)c1NC(=O)COC(=O)c1c2c(nc3ccccc13)/C(=C\c1cccs1)CCC2	0.18	0.91	-3
COc1ccccc1C1c2c(C)nn(-c3ccccc3)c2NC(=O)C1NC(=O)c1ccccc1 (stereo not drawn)	-0.25	-0.07	24
COc1ccc(OC)c(NS(=O)(=O)c2ccc(Cl)nc2)c1	0.02	0.27	37
Cn1c(SCC#N)nnc1-c1cnccn1	0.28	0.7	19
Oc1ccccc1-c1nc(NCC2CCCO2)c2ccccc2n1 (stereo not drawn)	-1.4	-0.22	.
COc1cc(N/C(=N/S(=O)(=O)c2ccccc2)c2ccccc2)ncn1	-0.1	0.25	-325
COC(=O)c1ccc(NC(=O)C2CC(=O)N(c3cc(C)ccc3C)C2)cc1 (stereo not drawn)	0.35	-0.44	-51
COc1cc(NC(=O)Cn2nnc(-c3ccccc3N)n2)cc(OC)c1	-0.88	-0.84	3
O=C(CCCNS(=O)(=O)c1cccc2nsnc12)NCc1ccccc1	0.84	0.85	36
COc1ccc(S(=O)(=O)N(NC2=NS(=O)(=O)c3ccccc32)C(=O)C(C)C)cc1	.	.	-43
Cc1cc(NC(=O)CN2C(=O)NC(C)(c3ccccc3)C2=O)no1 (stereo not drawn)	1.5	2.1	-13
CCOC(=O)c1c(NC(=O)c2nn(CC)cc2Br)c(C#N)nn1-c1ccccc1	-0.82	-0.59	-269
CC(C)(C)OC(=O)N1CCN(c2ccc(CNC(=O)c3ccc(Cl)cc3)cc2)CC1	-0.39	-0.75	0
CCOCCn1c(CCCO)nc2ccccc21	0.44	-0.63	.
COc1cc(C2C(C(=O)c3ccco3)=C(O)C(=O)N2c2cc(C)on2)cc(Br)c1O (stereo not drawn)	-0.21	-0.61	.
O=C(CC1SC(=Nc2ccccc2)N(CCCO)C1=O)Nc1ccc(Cl)cc1 (stereo not drawn)	0.14	-0.08	.
O=S(=O)(/N=C(/Nc1cc(N2CCOCC2)ncn1)c1ccc(F)cc1)c1ccccc1	-0.58	-0.31	44
CCNC(=S)N1CCn2c(nc3ccccc32)C1	1.1	1	22
COC(=O)c1cc(C(=O)OC)n(Cc2ccc(Br)cc2)n1	0.11	0.28	-10
COc1ccc(C)cc1NC(=O)CN(c1ccccc1F)S(C)(=O)=O	-0.87	-1.1	-55
COC(=O)c1ccc(N2C(=O)CC(N(C)Cc3ccccc3)C2=O)cc1 (stereo not drawn)	0.27	0.3	.
